# High-throughput results from PubChem.
# Wnt act: activators of Wnt/beta-catenin signaling; actives 1.2% (n = 300,000); Wnt/beta-catenin reporter cell assay, activator, plate reader; AID 743398; activation, % at 9.35 µM; in the data active = activation above about 30%, passing the limit was not always enough;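 also: 0% = neutral control wells and 100% = positive control wells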
# Active calls of the source: *. Some of the compounds tested (hit frequency here may not be typical).
SMILES,Wnt act
CC(=O)Nc1cnc(-c2cccc(C(=O)N3CCOCC3)c2)cn1,-1
CN(C(=O)c1ccc(Cl)cc1)c1ccc(OCC(=O)Nc2cc(C(=O)O)ccc2Cl)cc1,-4
Cc1cccc(C)c1NC(=O)C(c1ccncc1)n1c(=O)c(-c2ccco2)nc2ccccc21 (configuration not stated),3
O=C(/C=C/[C@H]1O[C@@H](n2ccc(=O)[nH]c2=O)[C@H](O)[C@@H]1O)NCCc1c[nH]c2ccccc12,-1
O=C(OCCN1CCOCC1)C1(c2ccccc2)CCCCC1,0
Nc1[nH]c(C(=O)c2ccccc2)c(-c2cccc(C(F)(F)F)c2)c1C(=O)c1c[nH]c2ccccc12,-1
OC[C@@H]1CN(CCc2ccccc2)C[C@H](n2cnc3c(NCc4ccc(F)cc4)ncnc32)O1,-7
Nc1[nH]c(C(=O)c2ccccc2)c(-c2ccncc2)c1C(=O)NCc1cccc2ccccc12,-3
COc1ccc(CNC(=O)c2ccc(-c3ccc(F)c(F)c3)c3ccoc23)cc1OC,-1
COc1ccc(CCNC(=O)Nc2nc(CN)cs2)cc1OC,-1
CCCCC[C@H](C)N1C[C@H](COCc2ccccc2)Oc2cc(N3CC[C@H](N(C)C)C3)ccc2S1(=O)=O,-6
CC(C)[C@H](NS(=O)(=O)c1ccccc1)C(=O)Nc1nccs1,-1
O=C(NCCc1c[nH]c2ccccc12)c1[nH]c(C(F)(F)F)nc1-c1ccccc1,0
CC(=O)NC(c1ccccc1)c1nc(-c2ccc(S(C)(=O)=O)cc2)cs1 (configuration not stated),-1
COC(=O)C1=C(C)N(Cc2cccc(C(F)(F)F)c2)C(=NCc2ccc3c(c2)OCO3)NC1c1cccc(F)c1 (configuration not stated),-16

# Next section.
SMILES,Wnt act
COC(=O)C1=C(C)N(Cc2ccccc2C(F)(F)F)C(=NCc2ccccc2)NC1c1ccc(C(F)(F)F)cc1 (configuration not stated),-21
COc1ccc(Cc2c(C3CCCCC3)nc3ccc(C)cn23)c(C)c1,-2
CCCS(=O)(=O)NC(=O)C1(C)CCN(C(=O)c2cccc(OC(F)(F)F)c2)C1 (configuration not stated),-2
S=C(NCCCc1cnc[nH]1)NCCCN(Cc1ccccc1)c1ccc(Br)cn1,-3
COC(=O)[C@@H](N[C@H](/C=C/c1ccccc1)[C@@H](O)Cc1ccccc1)c1ccccc1,-1
Cc1ccc(S(=O)(=O)N2C[C@H]3[C@H]4C(=O)N(C5CCCCC5)C(=O)[C@H]4CC(=O)[C@H]3[C@@H]2c2cccc3ccccc23)cc1,-4
CC(=O)Oc1ccc(Cl)cc1/C=C/c1cc(OC(C)=O)c2ccccc2n1,4
COc1ccc(C(O)c2ncc(-c3cccc(C(F)(F)F)c3)[nH]2)cc1 (configuration not stated),-3
CCc1nc2c(OCCC3CCCCC3)cccn2c1N(C)C(=O)c1cccs1,-2
CCCCc1c(-c2ccccc2OC)ncn1CCc1ccccc1OC,-4
Nc1nc2cc3c(cc2cc1C(=O)NCc1cccnc1)OCO3,20
O=c1cc(CN2CCCC2)c2ccccc2o1,-1
Cc1cc(Br)cn2c(Cc3ccccc3C(F)(F)F)c(-c3ccccc3)nc12,-6
CC1(C)OC(=O)C2=C(C[C@@H](CCc3ccccc3)O[C@H]2C2CCCC2)O1,-3
C[C@H](NC(=O)[C@@H]1CCCN1C(=O)[C@@H]1CCCN1C(=O)c1cccs1)c1ccccc1,-3

# As entered above.
# Wnt act, COC(=O)[C@@H](N[C@H](/C=C/c1ccccc1)[C@@H](O)Cc1ccccc1)c1ccccc1 is entered as -1
# Wnt act, O=c1cc(CN2CCCC2)c2ccccc2o1 is entered as -1

# Going on with the list.
SMILES,Wnt act
Cc1nc2c(OCc3ccc(Cl)cc3)cccn2c1N(C)C(=O)CCC1CCCC1,2
CC(C)NC(=O)N1Cc2cc(C(=O)NC3CCC3)nc(-c3cccc(-c4cncnc4)c3)c2[C@H]1CCO,-4
COc1ccc(N2C(=O)c3ccccc3NC(=O)C2C(=O)Nc2ccc3c(c2)OCCO3)cc1 (configuration not stated),5
COc1ccc(C2Nc3cccc(O)c3C(=O)N2Cc2ccccc2)cc1COc1ccc(NC(C)=O)cc1 (configuration not stated),-3
COCCCN1C(=O)C(CC(=O)NCc2cccc3ccccc23)CC(C(=O)N(C(C)C)C(C)C)=C1C (configuration not stated),-1
Cc1ccc(C)c(NC(=O)Cn2c(=O)n(-c3ccc(CC(=O)NCC4CCCO4)cc3)c(=O)c3ccccc32)c1 (configuration not stated),-3
CC(C)=CC(=O)NCC1CCN(C(=O)C(=O)c2cc3ccccc3o2)CC1,-1
O=C(NC1CCCCC1)C(c1ccncc1)n1c(=O)c(-c2ccccc2)nc2ccccc21 (configuration not stated),0
CC(=O)c1cccc(-c2ccnc3c2CC(C(=O)NCc2ccc(F)c(F)c2)O3)c1 (configuration not stated),1
O=C(C(=O)N1CCN(C(=O)c2cccs2)CC1)c1cccc(C(F)(F)F)c1,-4
CCCCNC(=O)c1nc(C2CCNCC2)oc1-c1ccccc1,2
O=C(NC1CCCC1)C(C1CC1)n1c(-c2ccccn2)nc2ccccc21 (configuration not stated),2
CC(C)C[C@H]1COc2cc(N3CCCC3)ccc2S(=O)(=O)N1,3
CN1C(=O)CN2CCc3ccccc3C2c2cc(Cl)ccc21 (configuration not stated),-2
CCNC(=O)c1cc2c(c(-c3cccc(-c4cncnc4)c3)n1)[C@@H](CCO)N(C(C)=O)C2,-4

# Other structures.
SMILES,Wnt act
COC(=O)C1=C(C)N(Cc2ccc(Cl)cc2)C(=S)NC1c1ccc(Br)cc1 (configuration not stated),-4
COc1ccc(C(NC(=O)C2CCN(CCCOc3ccccc3)CC2)c2ccccn2)cc1 (configuration not stated),-2
COc1ccc(NC(=O)c2cc(-c3cc(F)ccc3OC)n[nH]2)c(C)c1,-1
Cc1cc(C)cc(C(O)c2ncc(-c3ccccc3F)[nH]2)c1 (configuration not stated),1
CSc1ccc(CN2CCC(C)(Oc3cccc(F)c3)C2)cc1 (configuration not stated),12
COc1ccc(OC(=O)N(C)C[C@@H]2OCc3cn(nn3)CCCC(=O)N([C@H](C)CO)C[C@H]2C)cc1,-4
Cc1nc(CN2C(=O)C3(CCC3)ON=C2c2cccc(Cl)c2)cs1,-8
O=S1(=O)N[C@@H](Cc2ccccc2)COc2cc(N3CCOCC3)ccc21,-3
COC(=O)C[C@@H]1C=C[C@H](NC(=O)c2ccccc2)[C@@H](CO)O1,-1
CC1(C(=O)NS(C)(=O)=O)CCN1C(=O)Cc1ccc(-c2ccccc2)cc1 (configuration not stated),-3
CC1=NN(c2ccccc2)C(=O)C1CCC#N (configuration not stated),-5
CCOC(=O)[C@]12CCCC=C1N(Cc1ccco1)C(=O)[C@H](CC(=O)N1CCCCC1)C2,1
O=C(Nc1ccc2c(c1)OCCO2)C(c1ccncc1)n1c(=O)c(-c2cc3ccccc3[nH]2)nc2ccccc21 (configuration not stated),53*
CCOC(=O)C[C@@H](C#N)NC(=O)[C@@H]1CCCN1C(=O)[C@@H](NC(=O)c1ccc(N)c(Cl)c1)C(C)(C)C,-1
CC(C)n1nnnc1C1c2ccccc2C(=O)N1Cc1ccco1 (configuration not stated),-1

# Continuation:
Compound,Wnt act
CCc1nc2ccc(C(=O)NCCc3ccccn3)cn2c1N(CCC(C)C)CCN(C)C,4
CCCc1nc2c(C)cc(Br)cn2c1Cc1ccccc1C(F)(F)F,-1
COCCCN1C(=O)C(CC(=O)NCCCN(C)C)CC(C(=O)N2CCOCC2)=C1C (configuration not stated),0
COc1ccc(CNC(=O)COc2cc3c(c4oc(=O)cc(C)c24)CCC(C)(C)O3)c(OC)c1,0
Nc1nc2c(ncn2[C@@H]2O[C@H](C(=O)N[C@@H](Cc3ccccc3)C(=O)NCC3CCCCC3)[C@@H](O)[C@H]2O)c(=O)[nH]1,-3
COc1ccc(OC)c(CN2C(=O)c3ccccc3C2c2nnnn2-c2ccc3c(c2)OCCO3)c1 (configuration not stated),-2
COc1cc2c(NCCCCCCO[N+](=O)[O-])ncnc2c(OC)c1OC,-3
CCCCN(C(C)=O)c1c(CC)nc2ccc(C(=O)NCCc3ccccn3)cn12,2
CC(C)C[C@H]1CN([C@@H](Cc2ccc(O)cc2)CN2CCC[C@H]2CN2C(=O)C(=O)NC[C@@H]2Cc2ccccc2)C(=O)C(=O)N1CCc1ccccc1,-3
FC(F)(F)c1ccccc1Cc1c(-c2cccc(Br)c2)nc2ccc(Br)cn12,10
c1ccc(OCCNc2ccn3nc(-c4cccs4)cc3n2)cc1,-2
COc1ccc(C(C(=O)NC(C)(C)C)n2c(=O)c(-c3ccccc3)nc3ccccc32)cc1 (configuration not stated),-1
Cc1sc2nc(C3CC3)nc(SCC(=O)N3CCCc4ccccc43)c2c1C,-3
COc1ccc(Cl)cc1CC1(C)C(=O)Nc2c(Cl)cccc21 (configuration not stated),-3
O=C(NCC1CCN(C(=O)C(=O)c2cc3ccccc3o2)CC1)c1ccncc1,-3
COC(=O)[C@@]12C[C@@H](CC(=O)NCCc3ccccc3OC)C(=O)N(Cc3ccccc3)C1=CCC(C)(C)C2,-3
CCCCCNC(=O)C1C(=O)Nc2ccccc2C(=O)N1c1ccc(OC)cc1 (configuration not stated),-3
Cc1cc(=O)[nH]c(N/N=C/c2cccc([N+](=O)[O-])c2)n1,1
COc1cc(-c2nnco2)cc(OC)c1OC,-2
CC(=O)NC(Cc1ccccc1C)C(=O)NC1CCN(c2c3c(nc4ncnn24)CCC3)CC1 (configuration not stated),1

# Not a retest: 13 of the compounds above.
Compound,Wnt act
CCCCN(C(C)=O)c1c(CC)nc2ccc(C(=O)NCCc3ccccn3)cn12,2
CC(C)C[C@H]1CN([C@@H](Cc2ccc(O)cc2)CN2CCC[C@H]2CN2C(=O)C(=O)NC[C@@H]2Cc2ccccc2)C(=O)C(=O)N1CCc1ccccc1,-3
FC(F)(F)c1ccccc1Cc1c(-c2cccc(Br)c2)nc2ccc(Br)cn12,10
c1ccc(OCCNc2ccn3nc(-c4cccs4)cc3n2)cc1,-2
COc1ccc(C(C(=O)NC(C)(C)C)n2c(=O)c(-c3ccccc3)nc3ccccc32)cc1 (configuration not stated),-1
Cc1sc2nc(C3CC3)nc(SCC(=O)N3CCCc4ccccc43)c2c1C,-3
COc1ccc(Cl)cc1CC1(C)C(=O)Nc2c(Cl)cccc21 (configuration not stated),-3
O=C(NCC1CCN(C(=O)C(=O)c2cc3ccccc3o2)CC1)c1ccncc1,-3
COC(=O)[C@@]12C[C@@H](CC(=O)NCCc3ccccc3OC)C(=O)N(Cc3ccccc3)C1=CCC(C)(C)C2,-3
CCCCCNC(=O)C1C(=O)Nc2ccccc2C(=O)N1c1ccc(OC)cc1 (configuration not stated),-3
Cc1cc(=O)[nH]c(N/N=C/c2cccc([N+](=O)[O-])c2)n1,1
COc1cc(-c2nnco2)cc(OC)c1OC,-2
CC(=O)NC(Cc1ccccc1C)C(=O)NC1CCN(c2c3c(nc4ncnn24)CCC3)CC1 (configuration not stated),1

# Remaining list, next part
Compound,Wnt act
C#CCN([C@@H](C)C(=O)OCC)S(=O)(=O)c1ccc(Br)cc1F,-2
O=C(NCC1CCCCC1)c1ccc2nc([C@H]3C[C@H](O)[C@@H](CO)O3)[nH]c2c1,1
Cc1cccnc1C1=NOC(Cc2ccccc2)C(=O)N1C (configuration not stated),0
COc1ccc(CN2C[C@@]3(O)CC[C@@H](O)[C@@H](OC)[C@@H]3[C@@]2(C)[C@H](O)CC=C(C)C)cc1,-6
COc1ccc(-c2ccc(C(=O)NCCN(C)C)c3occc23)c(C)c1,-10
CCOC(=O)[C@@H](NC(=O)/C=C/[C@H]1O[C@@H](n2cc(C)c(=O)[nH]c2=O)C[C@@H]1O)C(C)C,-1
Cc1c(C(=O)NCc2ccc3c(c2)OCO3)sc(=O)n1Cc1cccc(F)c1,-2
CN(CCc1ccccc1)C(=O)c1[nH]c(C(F)(F)F)nc1-c1ccccc1,-1
OC(c1ccccc1)c1ncc(-c2ccccc2F)[nH]1 (configuration not stated),9
COc1cc(CN2C(=O)C(CCc3ccccc3)ON=C2c2cnccn2)cc(OC)c1 (configuration not stated),-6
O=C(NNC(=O)c1csc(-c2ccccc2)n1)c1ccccc1,0
NC(=O)c1cccc(-c2cnc3c(Nc4cccc(OC(F)(F)C(F)F)c4)nccn23)c1,-5
O=C(Nc1cc(C(F)(F)F)cc(C(F)(F)F)c1)O[C@@H]1c2ccccc2[C@@H]2Cc3csc[n+]3[C@H]12,-4
CS(=O)(=O)c1ccc(S(=O)(=O)NCC2CCN(C(=O)C(=O)c3cc4ccccc4o3)CC2)cc1,-5
CN(C)c1ccc(-c2ccnc3c2CC(C)(C(=O)Nc2cccc(N(C)C)c2)O3)cc1 (configuration not stated),-5
COc1ccccc1C(C(=O)c1ccccc1)c1ccc2ccccc2c1 (configuration not stated),-1
CC(C)NC(=O)C1(C)CN(S(C)(=O)=O)CC(=O)N1C1CCCCCC1 (configuration not stated),5
O=NN(C(=O)NC1CCC(C(=O)O)CC1)C1CCC(C(=O)O)CC1 (configuration not stated),-3
COc1cccc(-c2cc3nc(NCc4cccnc4)n(C)c(=O)c3s2)c1,0
CC(C)(C)N1C(=O)c2ccccc2NC(=O)C1C(=O)NCCc1ccccc1F (configuration not stated),2

# (listing goes on)
Compound,Wnt act
COc1ccc(NS(=O)CCCc2ccccc2)cc1 (configuration not stated),6
CCCCc1ccc(S(=O)(=O)NC(=O)C2(C)CCN2C(=O)C/C=C/c2ccccc2)cc1 (configuration not stated),2
COc1ccc2nc(C(c3ccc(C)cc3)n3c(-c4ccccc4Br)nc4ccccc43)[nH]c2c1 (configuration not stated),-3
CCc1nc2ccc(C(=O)NCCCN3CCCC3=O)cn2c1N(CC)C(C)=O,-2
Cc1ccc(C(=O)NC2=NCCS2)cc1,50*
CC(=O)Nc1ccc(NC(=O)c2ccccc2Br)cc1,0
COc1cc(C(O)c2nc(-c3cc(F)cc(F)c3)cs2)ccc1F (configuration not stated),0
N#Cc1cccc(C2CC(OCCF)=CC(=O)O2)c1 (configuration not stated),-1
O=C(c1ccccc1)C12COc3ccccc3C1ON=C2c1ccccc1 (configuration not stated),-1
COC(=O)[C@]12CCCCC=C1N(Cc1ccco1)C(=O)[C@H](CC(=O)NCCCN1CCCC1=O)C2,-3
COc1cccc(Nc2nc(C(N)Cc3ccc(Cl)cc3)cs2)n1 (configuration not stated),-11
CCCCCCCCN1C(=O)[C@H](CC(=O)N2CCOCC2)C[C@@]2(C(=O)OC)CCCCC=C12,-1
CN1CC[C@@H]2CN(S(=O)(=O)c3ccccc3)[C@H](c3ccccc3Br)C[C@@H]21,1
